CatS block: inhibitors of human cathepsin S | P25774 | recombinant cathepsin S, AMC dipeptide fluorescence, pooled mixtures | inhibition, %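 (tested at 5 µM per compound within 10-compound mixtures)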 | 0.06% of 62,000 active; in the data active = inhibition above about 32%, passing the limit was not always enough; inconclusive = no clear call, values can overlap the other calls;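 also: 0% = enzyme without compound and 100% = blank without enzyme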
Target sequence (P25774 115-331 limits assumed): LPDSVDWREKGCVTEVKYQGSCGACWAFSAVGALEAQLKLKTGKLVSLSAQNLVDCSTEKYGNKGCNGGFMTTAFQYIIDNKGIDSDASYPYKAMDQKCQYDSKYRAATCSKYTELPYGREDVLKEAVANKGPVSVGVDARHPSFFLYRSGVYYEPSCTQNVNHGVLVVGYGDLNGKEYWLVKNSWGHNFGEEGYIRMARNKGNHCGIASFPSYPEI
AP ELISA ortho: alternative pathway complement inhibition, orthogonal assay; Human serum alternative complement pathway, LPS-coated ELISA, C3 deposition; tested in compound mixtures; AID 1235; inhibition, % at 5 µM; 0.08% of 62,000 active;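 active = inhibition above 30% in each of the two pooled mixtures holding the compound, so the lower value exceeds 30%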;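 also: 0% = serum in Mg-EGTA without compound and 100% = EDTA serum blank; some compounds past the cut are filed as inactive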
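Test system – human serum alternative complement pathway, C3 deposition on LPS-coated wells · Buffer or medium – diluted human serum in Mg2+-EGTA GVB++ · Compound dosing – 5 µM each compound, pools of ten, 50 µM per pool · Schedule – 1 h serum-compound exposure at 37 °C · Measured by – Anti-C3 ELISA, OD 450 nm · Read-out basis – percent inhibition of C3 deposition onto LPS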
CatB inh: inhibitors of human cathepsin B; P07858; inhibition, %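 (tested at 10 µM)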; 0.1% of 63,000 active; purified cathepsin B, fluorogenic substrate, fluorescence; AID 453; in the data active = inhibition above about 21%;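 also: 0% = enzyme with no compound and 100% = no enzyme blank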
FXIa inh mix: inhibitors of human coagulation factor XIa, pooled mixtures; P03951; AID 680; purified FXIa, fluorogenic substrate; inhibition, % at 5 µM; 0.19% of 62,000 active;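 also: each value is inhibition by a whole ten-compound pool holding the compound; 0% = enzyme with no mixture and 100% = wells lacking enzyme; strong numbers were not always called active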
Target sequence (P03951 19-387 limits assumed): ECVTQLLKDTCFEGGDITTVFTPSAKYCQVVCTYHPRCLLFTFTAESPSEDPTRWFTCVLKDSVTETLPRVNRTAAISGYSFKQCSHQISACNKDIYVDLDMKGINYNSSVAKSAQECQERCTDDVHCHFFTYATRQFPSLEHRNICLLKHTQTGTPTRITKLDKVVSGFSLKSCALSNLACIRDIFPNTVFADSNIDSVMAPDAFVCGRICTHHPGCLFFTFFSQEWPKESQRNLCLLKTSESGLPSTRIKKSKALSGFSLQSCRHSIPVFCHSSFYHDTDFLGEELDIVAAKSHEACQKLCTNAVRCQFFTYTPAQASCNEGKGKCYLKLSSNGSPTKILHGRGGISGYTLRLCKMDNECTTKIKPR
Target sequence (P03951 388-625 limits assumed): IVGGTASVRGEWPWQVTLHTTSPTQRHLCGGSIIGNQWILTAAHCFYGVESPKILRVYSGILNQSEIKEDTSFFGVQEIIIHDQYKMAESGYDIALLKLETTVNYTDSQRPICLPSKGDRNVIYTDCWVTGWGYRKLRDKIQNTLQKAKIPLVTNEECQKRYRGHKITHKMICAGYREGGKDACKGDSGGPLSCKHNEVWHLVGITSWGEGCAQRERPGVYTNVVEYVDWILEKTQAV
CatG inh: cathepsin G (human) inhibition. purified enzyme, AMC-tetrapeptide fluorescence, pooled mixtures. inhibition, % at 5 µM (by protocol). 0.2% of 62,000 active. AID 581;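 active = inhibition above 20% in each of the two mixture wells holding the compound; inactive = inhibition of 20% or less in either well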;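 also: 0% = enzyme control without mixture and 100% = blank lacking enzyme; strong numbers were not always called active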
Target sequence (P08311 21-244 limits assumed): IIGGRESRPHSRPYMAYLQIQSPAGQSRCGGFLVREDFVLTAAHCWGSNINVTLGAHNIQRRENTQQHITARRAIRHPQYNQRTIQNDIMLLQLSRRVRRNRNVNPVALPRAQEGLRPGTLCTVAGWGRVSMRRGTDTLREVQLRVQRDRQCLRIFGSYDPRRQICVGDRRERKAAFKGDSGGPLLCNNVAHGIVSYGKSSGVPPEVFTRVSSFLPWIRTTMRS
CatB mixtures: human cathepsin B inhibition by mixtures | P07858 | Purified cathepsin B, AMC dipeptide fluorescence, compound mixtures | inhibition, %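 (ten-compound pools at 5 µM per compound and 50 µM total)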 | 0.06% of 62,000 active | AID 488; in the data active = inhibition above about 22%, passing the limit was not always enough; inconclusive = no clear call, values can overlap the other calls;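 also: 0% = enzyme without compound and 100% = no enzyme blank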
FXIIa mix inh: factor XIIa (human) inhibition, mixture screen | P00748 | purified FXIIa, fluorogenic substrate, pooled mixtures | inhibition, % at 5 µM | 0.2% of 62,000 active | AID 684;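 also: 0% = enzyme without compound and 100% = no enzyme blank; some results filed as inactive read as strong as hits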
C1s inh: human complement C1s inhibition | purified C1s, fluorogenic AMC substrate, pooled mixtures | mean inhibition % of two 10-compound mixtures (stronger effect = higher value), % at 5 µM (by protocol) | 0.16% of 62,000 active | AID 538;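 active = inhibition above 20% in each of the two 10-compound mixture wells holding the compound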;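 also: 0% = enzyme wells lacking compound mixture and 100% = no-enzyme blank wells; some compounds called inactive have numbers as strong as hits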
CatL inh: inhibitors of human cathepsin L | purified cathepsin L, fluorogenic substrate, fluorescence | inhibition, %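 (tested at 10 µM)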 | 0.17% of 58,000 active | AID 460; in the data active = inhibition above about 45%;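 also: 0% = enzyme with no compound and 100% = no enzyme blank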
Numbers without * were called inactive; ? = inconclusive; . = not tested or not shown. Rule as the data show it, unless noted: active = inhibition above about 20% (passing the limit was not always enough); inactive = the rest.

SMILES	CatS block	AP ELISA ortho	CatB inh	FXIa inh mix	CatG inh	CatB mixtures	FXIIa mix inh	C1s inh	CatL inh
COc1cc(C2N(c3ccccn3)C(=O)C3CCCN32)cc(OC)c1OC (centres undefined)	2	11	4	-3	9	3	4	-25	-1
CCCCn1c(=O)[nH]c(=O)c2c1nc(-c1ccncc1)n2CCOC	-3	4	2	9	6	2	14	11	9
Clc1ccc(Cn2nnc(-c3ccc(CN4CCOCC4)cc3)n2)cc1	5	14	0	13	7	-1	15	8	-21
CCOc1ccc(N2CC(C(=O)NCc3cccc(C)c3)CC2=O)cc1 (centres undefined)	22	6	2	13	53	5	1	18	5
CCc1ccc(C(=O)CC2(O)C(=O)N(CN3CCOCC3)c3ccccc32)cc1 (centres undefined)	0	14	4	3	7	1	7	2	-5
COc1ccc(NC(=O)Cn2nnc(-c3ccccc3N)n2)cc1OC	-14	16	-4	4	1	-6	3	-22	0
COC(=O)CCC(=O)Nc1cccc(Br)c1	9	8	-2	9	10	6	-11	8	-2
CS(=O)(=O)N1CCCC(C(=O)NCc2ccc(F)cc2Cl)C1 (centres undefined)	16	9	4	8	-2	1	-6	-2	7
CCOc1ccc(NC2=NCC(=O)N2CCc2ccccc2)cc1	1	1	3	5	3	5	-7	0	15
CCOc1ccccc1NC(=O)C1CCCN(S(=O)(=O)c2cccc3nsnc23)C1 (centres undefined)	0	20	2	2	6	2	-14	1	0
CC1CCCCN1CC(=O)Nc1sc2c(c1C#N)CCC2 (centres undefined)	7	2	7	5	-3	2	-1	-5	10
C=CCn1c(CSc2nc3ccccc3s2)nnc1SCC(=O)OCC	-4	-1	0	5	-2	1	1	-1	.
O=C(CSc1nnc(-c2ccco2)o1)c1ccccc1	-1	14	5	4	7	10	9	13	12
CC(=O)c1ccc(-n2nncc2C)cc1	5	11	6	7	2	1	-14	2	-2
O=C(CCn1[nH]c(=O)c2ccccc2c1=O)NCCO	10	-8	4	0	-36	1	7	3	7
COc1ccc(C(=O)c2cnc(C(C)C)n2C)cc1	5	7	6	5	-1	4	-21	-25	-5
COCCn1c(SCC(=O)Nc2cc(C)on2)nnc1-c1c[nH]c2ccccc12	15	8	1	6	11	3	10	11	1
CN1CCN(C(=O)C2CCN(S(=O)(=O)c3cnc[nH]3)CC2)CC1	-1	13	4	7	4	2	3	-25	29
CC(=O)NC1CC2CCCC(C1)N2S(=O)(=O)c1ccccc1 (centres undefined)	12	10	10	4	-4	8	2	-5	6
COc1ccc(CCNC(=O)CN(c2ccc(C)cc2)S(=O)(=O)c2c(C)noc2C)cc1OC	2	9	2	2	7	0	3	1	24
N#Cc1ccc(C(c2nnnn2CCc2ccccc2)N2CCCCCC2)cc1 (centres undefined)	14	18	-4	7	0	5	2	0	-3
Nc1nnc(CC(=O)NCc2ccccc2)s1	-8	3	0	5	-6	1	6	0	-2
C=CCOc1ccc(/C(CC)=N/O)c(OC)c1	-1	9	-1	4	8	14	-3	11	9
CC1Cc2ccccc2N1C(=O)CSc1nc2c(c(=O)n(C)c(=O)n2C)n1Cc1ccccc1 (centres undefined)	14	-9	3	10	1	6	8	-4	16
CN=c1sc2ccccc2n1CC(O)COCc1ccco1 (centres undefined)	13	3	1	11	10	-4	8	-3	1
Additional compounds follow.
SMILES	CatS block	AP ELISA ortho	CatB inh	FXIa inh mix	CatG inh	CatB mixtures	FXIIa mix inh	C1s inh	CatL inh
COc1ccc(NC(=O)C(NS(=O)(=O)c2ccc3c(c2)CCCN3C(C)=O)C(C)C)c(OC)c1 (centres undefined)	-5	14	0	-6	6	0	5	-26	-5
Cc1nnc(N(Cc2ccco2)C(=O)c2cccc(C#N)c2)s1	2	-1	5	17	12	2	1	5	-1
C=CC(C)Sc1nc2c(c(=O)n(C)c(=O)n2C)n1Cc1ccccc1Cl (centres undefined)	-15	19	0	-10	-7	-4	-17	-107	.
O=C(COC(=O)C1CC2C=CC1C2)Nc1ccc2c(c1)OC(F)(F)O2 (centres undefined)	-2	7	-2	4	4	5	7	-27	-1
O=C(Nc1ccc(-n2cnnn2)cc1)C1CCC1	-2	-4	1	7	3	-6	20*	-21	-6
CC(C)(C)c1nc2ccccc2c2nnc(SCC(=O)NCc3ccco3)n12	-5	11	-5	4	-2	1	2	-3	6
O=c1c2cnn(-c3ccccc3)c2ncn1Cc1ccccn1	7	13	0	7	1	-3	8	2	18
O=C(NC(=Nc1ccccc1)N1CCOCC1)Nc1ccccc1	5	11	0	1	7	0	7	2	25
CCOC(=O)c1cc2sccc2n1CC(=O)N1CCc2ccccc21	-4	8	5	-1	7	3	3	12	-4
COc1cc(-c2cc3nc(C)c(C)c(=O)n3[nH]2)cc(OC)c1OC	19	-7	8	1	-11	7	2	-10	13
CCN1CCN(C(=O)C2CCN(C(=O)c3cc4sccc4n3CC)CC2)CC1	19	0	-1	2	-1	8	-14	0	20
Nc1sccc1C(=O)c1ccccc1	8	-3	1	-1	-7	3	4	-29	1
CCc1nnc2c3cnn(-c4ccc(C)c(C)c4)c3ncn12	12	7	2	-7	11	1	-9	0	10
COCCNC(=O)CN(C(=O)CCC(=O)Nc1cc(C)on1)c1cccc(C)c1C	-5	9	0	-13	-12	-9	1	-89	5
CC(C)NC(=O)Cn1cc(C#N)c2cc(Br)ccc21	-3	2	2	9	-5	7	5	-9	0
Cc1ccc2c(SCC(=O)NCc3ccco3)nc(-c3ccc(F)cc3)nc2c1	3	-14	3	3	-18	7	3	-9	0
O=C1C2C3CCCC3=C3CCCC3C2C(=O)N1c1cccc(Cl)c1 (centres undefined)	7	-7	-5	-5	1	-3	12	-5	.
CCOC(=O)N1CCN(c2c(NCCCOC(C)C)c(=O)c2=O)CC1	8	21	0	3	-6	8	1	1	19
Cc1cccn2c(=O)c3cc(C(=O)NCCN4CCOCC4)n(Cc4ccccc4)c3nc12	-6	17	-18	2	5	0	6	2	-79
CCN(CC)C(=O)c1n[nH]c(=O)c2ccccc12	-21	5	4	-9	-1	-3	-18	-69	5
O=C(c1ccco1)N1CCN(c2nc3ccsc3c(=O)s2)CC1	-2	20	-3	3	-3	-3	11	-3	-3
c1ccc(CCNC2=NCCCS2)cc1	0	16	1	1	9	6	3	14	4
O=S(=O)(NCCC1=CCCCC1)c1cccc(S(=O)(=O)N2CCOCC2)c1	-5	-16	0	1	-4	0	7	-1	11
COc1ccc(OC)c(S(=O)(=O)N2CCN(c3c(C)cccc3C)CC2)c1	11	13	3	3	3	3	8	-24	29
COc1cccc(CNC(=O)c2cc3oc4ccccc4c3n2C)c1OC	-1	16	6	8	8	4	-16	14	9

Reformatted with values under each structure: 2 of the compounds above
Below each compound – CatS block | AP ELISA ortho | CatB inh | FXIa inh mix | CatG inh | CatB mixtures | FXIIa mix inh | C1s inh | CatL inh
O=S(=O)(NCCC1=CCCCC1)c1cccc(S(=O)(=O)N2CCOCC2)c1
    -5 | -16 | 0 | 1 | -4 | 0 | 7 | -1 | 11
COc1ccc(OC)c(S(=O)(=O)N2CCN(c3c(C)cccc3C)CC2)c1
    11 | 13 | 3 | 3 | 3 | 3 | 8 | -24 | 29

Other entries:
SMILES	CatS block	AP ELISA ortho	CatB inh	FXIa inh mix	CatG inh	CatB mixtures	FXIIa mix inh	C1s inh	CatL inh
COc1ccc(-c2cn3c(C)c(C(=O)N4CCN(c5ccccc5)CC4)sc3n2)cc1	-3	11	0	4	-5	-2	6	-32	-1
COc1ccc(NC(=O)CSc2nnc(-c3ccccc3C)n2N)cc1	6	10	2	4	10	1	5	-25	6
CCCc1n[nH]c(=O)[nH]1	4	-31	0	0	-11	-1	-24	-9	14
c1ccc2sc(SN3CCOCC3)nc2c1	-2	10	-2	4	-2	-1	6	-1	0
Cc1nn(C(=O)C(C)N2C(=O)c3ccccc3C2=O)c(C)c1Br (centres undefined)	-3	10	5	2	0	-4	-20	-38	9
COC(=O)c1[nH]c2ccc(C)cc2c1NC(=O)CN1CCCC(C)(C)C1	5	-1	3	-2	-2	4	2	4	-7
CCOc1ccc(Oc2nc(NCC(C)C)nc(N(C)C)n2)nn1	14	1	2	-1	9	7	2	8	10
COc1ccc(C(=O)CSc2nnc(Cn3cnc4ccccc43)o2)cc1	6	-1	2	14	-9	-7	1	-46	19
Cc1ccc(NC(=O)c2cnccn2)c(OC(F)F)c1	11	7	-3	12	1	8	-2	-9	10
O=C(c1cccs1)N(CCO)Cc1cc2cc3c(cc2[nH]c1=O)OCCO3	4	10	5	15	20	-1	0	4	-1
O=C(CCCC(=O)N1CCc2ccccc21)N1CCc2ccccc21	-2	14	1	6	9	2	8	19	3
O=C(Cn1cnc2c(cnn2-c2ccc(Cl)cc2)c1=O)NCC1CCCO1 (centres undefined)	13	9	0	10	-2	8	3	-27	24
Cc1cc(S(=O)(=O)N2CCN(Cc3ccccc3)CC2)c(C)s1	0	11	12	-4	7	0	2	-30	27
Cc1ccc(CCNC(=O)C2CCC(=O)N2C2CCCC2)cc1 (centres undefined)	0	-1	1	-4	-5	2	-1	1	18
CCN(CC)S(=O)(=O)c1ccc(NC(=O)CN(c2cccc(F)c2)S(C)(=O)=O)cc1	-8	15	-1	5	-5	4	1	4	1
COc1ccc(CNC(=O)C2CSCCS2)cc1 (centres undefined)	5	3	1	3	3	1	-1	-12	6
O=C(Oc1c(Cl)cc(Cl)c2cccnc12)N1CCOCC1	6	9	-2	7	6	2	2	-15	13
CSc1ccc(S(=O)(=O)Nc2ccc(N3CCOCC3)c(Cl)c2)cc1	8	-3	3	-1	5	0	4	-31	13
O=C(c1ccco1)N1CCN(C(=O)c2cnn3cccnc23)CC1	-1	9	5	6	0	-2	2	-25	-1
COc1ccc(-c2nc(C#N)c(N3CC(C)OC(C)C3)o2)cc1OC (centres undefined)	-3	18	0	-2	-2	4	1	-25	-30
O=C(c1ccco1)N1CCN(C(=O)C2CCN(S(=O)(=O)c3cnc[nH]3)CC2)CC1	12	7	1	-4	5	2	10	2	17
CCC(C)C1C(C#N)=C(N)OC2=C1C(=O)CC(C)(C)C2 (centres undefined)	9	8	-1	-5	7	2	3	2	.
CSc1nnc2c3c4c(sc3nc(-n3nc(C)cc3C)n12)COC(C)(C)C4	-1	1	0	5	11	-3	6	1	3
Cn1c(C(=O)N2CCN(c3ccccn3)CC2)cc2c(=O)n(C)c3ccccc3c21	13	-1	3	6	-5	-3	-8	-4	2
Cn1c(CSc2ncccn2)nnc1SCC(=O)N1CCCCC1	?	7	0	8	12	6	10	13	12
(next part)
SMILES	CatS block	AP ELISA ortho	CatB inh	FXIa inh mix	CatG inh	CatB mixtures	FXIIa mix inh	C1s inh	CatL inh
CCC1Oc2ccc(C)cc2N(CC(=O)NCCC2=CCCCC2)C1=O (centres undefined)	0	18	1	5	9	7	6	26	0
O=C(CSc1ccccn1)N1CCN(C(=O)CSc2ccccn2)CC1	-5	19	1	12	13	2	8	16	-7
Cc1cnn(C(=O)c2oc3ccccc3c2C)c1	0	5	-2	4	4	2	14	3	-4
Cc1ccc(-n2nc(C)c3c2OC(N)=C(C#N)C3c2cccs2)cc1 (centres undefined)	9	-3	-2	8	-1	-2	5	-3	11
O=C(CCC1CCCC1)N1CCN(C(=O)c2ccco2)CC1	-1	16	2	4	11	3	1	15	-7
CSCC[C@H](NC(=O)C1CCN(S(=O)(=O)c2ccc(C)cc2)CC1)C(=O)NCC1CCCO1 (some centres undefined)	-1	11	1	5	10	4	-3	12	10
COc1c(C)cc(Br)cc1C(=O)O	12	-10	4	1	-5	5	1	-11	5

The list is partial; rates above refer to the full screens.
